Screens: PubChem, National Center for Advancing Translational Sciences (NCATS)
Pin1 inh = qHTS Assay to Find Inhibitors of Pin1. Peptidyl-prolyl cis-trans isomerase NIMA-interacting 1 (Homo sapiens), Q13526. Pin1 FP peptide displacement, HiFluor488, 10 min. Potency, µM (titrated, usually from 115 µM), for inactives: at the highest dose activity, negative = inhibition, usual class: inhibitors. hit rate 0.009% among 390,000. AID 504891, 2011; active = well fitted inhibition curve with a large enough effect in the polarisation, with a control signal flat, not every such curve was filed as active; inconclusive = small, poorly fitted or top-dose-only effect, or effect the other way, or a change in a side signal; inactive = no such curve, though single readings can be large or run the other way; the % refers to the polarisation; also: potency is read from the fitted curve at half-maximal effect; % is scaled to controls: 0 for no effect and ±100 for the full control effect
Target sequence (Q13526 whole entry, looked up): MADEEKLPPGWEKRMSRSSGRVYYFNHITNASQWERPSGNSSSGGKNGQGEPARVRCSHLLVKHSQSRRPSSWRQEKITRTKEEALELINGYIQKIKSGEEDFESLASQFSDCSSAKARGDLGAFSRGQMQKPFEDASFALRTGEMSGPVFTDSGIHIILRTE
D2 antag = HTS Assay for Allosteric Antagonists of the Human D2 Dopamine Receptor: Primary Screen for Antagonists | HEK293 TREx D2 cells, calcium flux, dopamine EC80 | inhibition, % at 10 µM | hit rate 2% among 340,000 | AID 485344, 2010; in the data active = inhibition above about 30%; also: 0% is about no effect
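Read-out: kinetic calcium fluorescence (1 cycle/s) in inducible HEK293 T-REx D2 cells after an EC80 dopamine addition that followed 180 s compound preincubation. Loss of the dopamine response indicates antagonism.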
USP1-UAF1 inh = Inhibitors of USP1/UAF1: Primary Screen; recombinant USP1/UAF1, Ub-Rhodamine cleavage fluorescence; Ubiquitin carboxyl-terminal hydrolase 1 (Homo sapiens), O94782; AID 743255, 2014; Potency, µM (doses to about 57.1 µM), without a hit: top-dose activity change, negative = inhibition, hits mostly inhibitors; hit rate 0.23% among 390,000; also: potency is read from the fitted curve at half-maximal effect; % is scaled to controls: 0 for no effect and ±100 for the full control effect; nearly all actives have a fitted effect of over 60% in size; inactives centre near -12
Target sequence (O94782 whole entry, looked up): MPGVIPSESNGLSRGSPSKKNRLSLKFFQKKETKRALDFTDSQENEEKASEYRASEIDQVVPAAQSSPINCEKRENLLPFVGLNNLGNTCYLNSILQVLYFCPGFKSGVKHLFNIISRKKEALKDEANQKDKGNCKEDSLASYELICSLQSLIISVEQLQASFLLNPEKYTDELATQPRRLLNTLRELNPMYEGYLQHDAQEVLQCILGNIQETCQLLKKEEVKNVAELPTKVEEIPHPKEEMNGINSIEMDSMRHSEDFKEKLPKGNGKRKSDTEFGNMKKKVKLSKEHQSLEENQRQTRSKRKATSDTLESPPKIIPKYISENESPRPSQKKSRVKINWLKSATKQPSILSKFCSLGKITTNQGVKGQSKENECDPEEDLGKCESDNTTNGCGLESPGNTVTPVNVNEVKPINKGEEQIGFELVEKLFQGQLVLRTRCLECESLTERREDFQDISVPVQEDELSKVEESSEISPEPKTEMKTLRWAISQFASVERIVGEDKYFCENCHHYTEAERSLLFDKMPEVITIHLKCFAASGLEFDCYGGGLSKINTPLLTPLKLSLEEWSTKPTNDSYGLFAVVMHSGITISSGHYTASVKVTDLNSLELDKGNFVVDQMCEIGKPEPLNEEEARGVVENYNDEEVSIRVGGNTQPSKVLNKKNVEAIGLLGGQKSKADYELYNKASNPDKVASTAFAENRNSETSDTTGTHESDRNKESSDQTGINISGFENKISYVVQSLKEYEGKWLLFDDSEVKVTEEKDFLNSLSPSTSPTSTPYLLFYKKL
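1 nM enzyme complex + cpd, 15 min RT; start with Ub-Rho 150nM final; kinetic fluorescence ex 480/em 540, 6 reads q60 s. Buffer 50mM HEPES pH 7.8, 0.5mM EDTA, 0.1 mg/ml BSA, 1mM TCEP, 0.01% Tween-20.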
TrxR1 inh = qHTS Assay for Inhibitors of Mammalian Selenoprotein Thioredoxin Reductase 1 (TrxR1): qHTS; recombinant rTrxR1, NADPH fluorescence consumption, selenite substrate; hit rate 1% among 390,000; AID 588453, 2011; Potency, µM (top dose mostly 114 µM), inactives show at the top dose activity change, negative = inhibition, usual class: inhibitors; also: potency is read from the fitted curve at half-maximal effect; % is scaled to controls: 0 for no effect and ±100 for the full control effect; nearly all actives have a fitted effect of over 65% in size
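Rat TrxR1 (90 nM in the dispensed reagent) was pre-reduced with 400 uM NADPH for 5 min at room temperature, then incubated with compound for 15 min. After 400 uM selenite was added, NADPH fluorescence (Ex 340/Em 450 nm) was followed for 8 min.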
D2 ag = HTS Assay for Allosteric Agonists of the Human D2 Dopamine Receptor: Primary Screen for Agonists | activation, % at 2 µM | hit rate 0.53% among 340,000 | HEK293 T-REx D2 cells, calcium flux agonist mode | AID 485358, 2010 | D(2) dopamine receptor (Homo sapiens), P14416;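 active = activation over 3 SD above normal in the single-dose calcium agonist read, cut at about 30% in these data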; also: 0% is about no effect
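Agonism scored from kinetic calcium signal (1 read/sec, 180 s) following compound pin transfer, after a 10 s baseline. Cells: HEK293 Trex line expressing inducible D2 receptor coupled to calcium, dye-loaded after overnight culture at 30 C.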
TRHR ag = qHTS for Small Molecule Agonists and Allosteric Enhancers of Human TRH Receptor: Primary Screen for Agonists. TRHR cells, calcium flux fluo-8, FDSS agonist mode. activation, % at 2 µM. hit rate 0.18% among 360,000; in the data active = activation above about 30%; also: 0% is about no effect
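TRHR-expressing cells, plated overnight in medium with 10% serum, were loaded with fluo-8 calcium dye at room temperature. After a 10 s baseline, library compound was pin-added and calcium release was recorded kinetically (ex 480/em 530) as agonist response.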
TRHR enhancer = qHTS for Small Molecule Agonists and Allosteric Enhancers of Human TRH Receptor: Primary Screen for Enhancers. Thyrotropin-releasing hormone receptor (Homo sapiens), P34981. AID 493056, 2011. enhancement, % at 2 µM. TRHR cells, fluo-8 calcium fluorescence, EC20 TRH enhancement. hit rate 0.66% among 360,000; in the data active = enhancement above about 30%; also: 0% is about no effect
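Enhancer read-out: after compound pinning and an initial kinetic agonist-mode read, an EC20 of TRH (10 nM final) was injected and fluo-8 calcium signal (Ex 480/Em 530) followed at 1 s/cycle for 100 cycles in TRHR-expressing cells.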
mIDH1 inhibitor = qHTS for Inhibitors of mutant isocitrate dehydrogenase 1 (IDH1): qHTS; AID 602179, 2012; IDH1-R132H enzyme, NADPH consumption, diaphorase/resazurin fluorescence; Isocitrate dehydrogenase [NADP] cytoplasmic (Homo sapiens), O75874; hit rate 0.093% among 390,000; Potency, µM (top dose mostly 76.6 µM), inactives show at the top dose activity change, negative = inhibition, hits mostly inhibitors; also: potency is read from the fitted curve at half-maximal effect; % is scaled to controls: 0 for no effect and ±100 for the full control effect; nearly all actives have a fitted effect of over 65% in size
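IDH1-R132H (0.5 ug/mL) preincubated 30 min with compound, then NADPH (0.016 mM) and alpha-KG (2 mM) added; 80 min at RT, pH 7.5. Remaining NADPH coupled via diaphorase/resazurin to fluorescence (540/590 nm); concentration-response curves normalized to no-enzyme control.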
TrxR1 substrate = qHTS Assay for Substrates of Mammalian Selenoprotein Thioredoxin Reductase 1 (TrxR1): qHTS | Thioredoxin reductase 1, cytoplasmic (Rattus norvegicus), O89049 | purified TrxR1 substrate turnover, NADPH consumption readout | Potency, µM (top dose mostly 114 µM), for inactives: at the top dose activity change, negative = substrate turnover | hit rate 0.01% among 390,000; also: potency is read from the fitted curve at half-maximal effect; % is scaled to controls: 0 for no effect and ±100 for the full control effect; nearly all actives have a fitted effect of over 50% in size
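Rat TrxR1, dispensed at 90 nM, was prereduced with 400 uM NADPH (final) for 5 min at ~22 deg C, then incubated with compound 15 min before 400 uM selenite. A first-read NADPH fluorescence drop versus no-compound background flagged substrates.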
Active calls of the source: *; [ ] = remark or other dose. Unless noted, calls follow the shape of the dose curve; as a rule, active = well fitted inhibition curve with a large enough effect; inconclusive = small, poorly fitted or top-dose-only effect; inactive = no such curve, though single readings can be large or run the other way. A portion of the library. The share of hits here may be higher or lower than overall.

Results for COC(=O)c1c(NC(=O)CC2Sc3ccc(C(F)(F)F)cc3NC2=O)sc(C)c1C (configuration not stated) ?
Pin1 inh: 4.8%; D2 antag: 17.2; USP1-UAF1 inh: -5.6%; TrxR1 inh: -1.6%; D2 ag: 0.6; TRHR ag: -0.6; TRHR enhancer: 1.9; mIDH1 inhibitor: -0.2%; TrxR1 substrate: 13.0%

What do the screens show for `COc1cc(N)c(Cl)cc1C(=O)OCC(=O)NCC1CCCO1` (configuration not stated)?
Pin1 inh: -10.7%; USP1-UAF1 inh: -1.2%; TrxR1 inh: -12.7%; mIDH1 inhibitor: 0.7%; TrxR1 substrate: -11.4%

How did Cc1ccc(C(=O)N/N=C/c2cccc(OC(=O)/C=C/c3ccco3)c2)cn1 do in these assays?
Pin1 inh: 3.6%; USP1-UAF1 inh: 6.9%; TrxR1 inh: 15.3%[57.1 µM]; TRHR ag: -0.1; TRHR enhancer: -6.8; mIDH1 inhibitor: 7.9%; TrxR1 substrate: 3.1%[57.1 µM]

Results for Cc1ccccc1NC(=O)COC(=O)CNC(=O)c1sc2ccccc2c1Cl ?
Pin1 inh: 4.2%; D2 antag: 6.1; USP1-UAF1 inh: -4.3%; TrxR1 inh: -11.5%; D2 ag: 1.0; TRHR ag: -0.7; TRHR enhancer: -0.4; mIDH1 inhibitor: 5.5%; TrxR1 substrate: -13.4%

How did CCCc1cc(-c2nc(N)ncc2-c2csc(C)n2)c(O)cc1OC do in these assays?
Pin1 inh: 1.1%; D2 antag: -10.1; USP1-UAF1 inh: -25.0%; TrxR1 inh: 1.5%; D2 ag: 2.6; TRHR ag: 0.7; TRHR enhancer: -1.6; mIDH1 inhibitor: 6.5%; TrxR1 substrate: -7.3%

Results for CCCN(CCC)c1ncnc2c1cnn2-c1ccc(OC)cc1 ?
Pin1 inh: 1.6%; D2 antag: -2.7; USP1-UAF1 inh: -23.7%; TrxR1 inh: 18.1%; D2 ag: 0.3; TRHR ag: 0.1; TRHR enhancer: -11.8; mIDH1 inhibitor: 2.1%; TrxR1 substrate: 15.7%

How did COc1ccc(C(=O)N/C(=C\c2cccc([N+](=O)[O-])c2)C(=O)Nc2cccc(C(=O)O)c2)cc1 do in these assays?
Pin1 inh: 1.1%; D2 antag: 6.5; USP1-UAF1 inh: -9.2%; TrxR1 inh: 14.4%[57.1 µM]; D2 ag: 0.3; TRHR ag: 0.9; TRHR enhancer: 7.1; mIDH1 inhibitor: -0.8%; TrxR1 substrate: -2.6%[57.1 µM]

How did COc1ccc(CCNC(=O)CN(c2ccc(OC)c(OC)c2)S(C)(=O)=O)cc1OC do in these assays?
Pin1 inh: 0.7%; D2 antag: 0.1; USP1-UAF1 inh: -8.5%; TrxR1 inh: 21.6%[57.1 µM]; D2 ag: 1.2; TRHR ag: 0.0; TRHR enhancer: -3.0; mIDH1 inhibitor: 8.7%; TrxR1 substrate: 7.5%[57.1 µM]

How did COc1ccc(NC(=O)C2CCCN2S(=O)(=O)c2cccs2)c([N+](=O)[O-])c1 (configuration not stated) do in these assays?
Pin1 inh: 4.2%; D2 antag: -1.5; USP1-UAF1 inh: -10.4%; TrxR1 inh: 7.8%[57.1 µM]; D2 ag: -0.7; TRHR ag: -0.5; TRHR enhancer: -2.7; mIDH1 inhibitor: 0.0%; TrxR1 substrate: -2.1%[57.1 µM]

Results for Cc1cccc(NC(=S)N(CCN(C)C)Cc2cc3cccc(C)c3[nH]c2=O)c1 ?
Pin1 inh: 0.9%; D2 antag: -1.1; USP1-UAF1 inh: -5.6%; TrxR1 inh: 9.7%[0.457 µM]; D2 ag: -0.4; TRHR ag: -0.2; TRHR enhancer: 19.4; mIDH1 inhibitor: 3.5%; TrxR1 substrate: 2.1%

Results for O=C(O)CCc1nc(-c2ccc(Cl)cc2)no1 ?
Pin1 inh: -2.1%; D2 antag: 14.3; USP1-UAF1 inh: -17.2%; TrxR1 inh: -4.7%; D2 ag: 0.4; TRHR ag: 0.4; TRHR enhancer: 3.9; mIDH1 inhibitor: -0.2%; TrxR1 substrate: -8.0%

Results for O=C(COC(=O)CNC(=O)c1ccccc1)Nc1ccc(F)c([N+](=O)[O-])c1 ?
Pin1 inh: -7.5%; D2 antag: 34.4*; USP1-UAF1 inh: -10.9%; TrxR1 inh: -3.8%; D2 ag: 0.3; TRHR ag: -1.8; TRHR enhancer: -2.7; mIDH1 inhibitor: 1.5%; TrxR1 substrate: 5.8%

Results for Cc1cc2oc(=O)cc(CN3CCN(Cc4ccccc4)CC3)c2cc1O ?
Pin1 inh: -12.7%; D2 antag: -1.2; USP1-UAF1 inh: -10.1%; TrxR1 inh: 5.2%; D2 ag: -0.3; TRHR ag: 0.6; TRHR enhancer: 17.5; mIDH1 inhibitor: 0.6%; TrxR1 substrate: -6.2%

Results for Cc1ccc(N(CCC#N)C(=O)COC(=O)c2nc3nc(C)cc(C)n3n2)cc1 ?
Pin1 inh: 0.9%; D2 antag: -5.1; USP1-UAF1 inh: -19.4%; TrxR1 inh: -12.2%; D2 ag: 0.3; TRHR ag: 0.4; TRHR enhancer: 0.5; mIDH1 inhibitor: 4.1%; TrxR1 substrate: -8.1%

Results for CCC(=O)N1CCN(c2ccccc2NC(=O)Cc2ccc(Cl)cc2)CC1 ?
Pin1 inh: 3.4%; D2 antag: 1.7; USP1-UAF1 inh: -6.7%; TrxR1 inh: 24.9%; D2 ag: -0.2; TRHR ag: -1.3; TRHR enhancer: -7.6; mIDH1 inhibitor: 2.5%; TrxR1 substrate: 15.7%

What do the screens show for `O=C(/C=C/c1ccccc1O)c1ccccc1`?
Pin1 inh: -3.3%; USP1-UAF1 inh: -0.7%; TrxR1 inh: -5.7%[2.29 µM]; mIDH1 inhibitor: 3.1%; TrxR1 substrate: -4.3%[2.29 µM]

How did COc1ccc(CCNC(=O)C2CCCN(c3nc(C)cc(C)n3)C2)cc1 (configuration not stated) do in these assays?
Pin1 inh: -9.7%; D2 antag: -5.4; USP1-UAF1 inh: -12.7%; TrxR1 inh: 8.4%[57.1 µM]; D2 ag: 0.1; TRHR ag: -2.6; TRHR enhancer: 21.7; mIDH1 inhibitor: -1.3%; TrxR1 substrate: 10.9%[57.1 µM]

How did COc1ccc(CCNS(=O)(=O)c2c(C)[nH]c(C)c2C(=O)N2CCCCC2)cc1OC do in these assays?
Pin1 inh: 1.1%; D2 antag: -2.6; USP1-UAF1 inh: -21.9%; TrxR1 inh: 31.9%; D2 ag: -0.5; TRHR ag: -0.4; TRHR enhancer: 6.6; mIDH1 inhibitor: 2.2%; TrxR1 substrate: 12.4%

What do the screens show for `COc1cc(/C=C/C(=O)OCC(=O)NCc2cccs2)ccc1OCC#N`?
Pin1 inh: 2.6%; D2 antag: 20.1; USP1-UAF1 inh: -18.0%; TrxR1 inh: 6.1%[57.1 µM]; D2 ag: -1.7; TRHR ag: -0.6; TRHR enhancer: -6.0; mIDH1 inhibitor: -2.9%; TrxR1 substrate: 25.9%

What do the screens show for `CC(C)=CCC/C(C)=C/CNC(=O)C[C@H]1C[C@H](C(=O)N(C(C)C)C(C)C)[C@@]2(C)c3[nH]c4cc(CCC(=O)N(C)C)ccc4c3CCN2C1=O`?
Pin1 inh: 4.5%; USP1-UAF1 inh: inconclusive; TrxR1 inh: -10.3%; mIDH1 inhibitor: inconclusive; TrxR1 substrate: -4.4%

How did Cc1ccc(OCC(=O)Nc2ccc3oc(=O)ccc3c2)cc1 do in these assays?
Pin1 inh: 7.3%; D2 antag: 7.2; USP1-UAF1 inh: 2.0%; TrxR1 inh: -11.7%[57.1 µM]; D2 ag: -0.7; TRHR ag: -1.6; TRHR enhancer: -9.4; mIDH1 inhibitor: -6.2%; TrxR1 substrate: -6.3%[57.1 µM]

How did CCc1ccc(NC(=O)CSc2nnc(SCC(=O)Nc3ccc(CC)cc3)n2N)cc1 do in these assays?
Pin1 inh: 4.6%; D2 antag: 5.8; USP1-UAF1 inh: -5.1%; TrxR1 inh: 4.0%; D2 ag: 1.1; TRHR ag: 0.7; TRHR enhancer: -7.2; mIDH1 inhibitor: 14.3%; TrxR1 substrate: -2.6%

What do the screens show for `Cc1ccc(C(=O)c2oc3ccccc3c2NC(=O)c2cc(-c3ccccc3O)n[nH]2)cc1`?
Pin1 inh: -2.8%; D2 antag: -8.9; USP1-UAF1 inh: -11.0%; TrxR1 inh: 7.1%[57.1 µM]; D2 ag: 0.4; TRHR ag: 0.7; TRHR enhancer: -15.1; mIDH1 inhibitor: 1.1%; TrxR1 substrate: -7.1%
